From PubChem
SENP6 block: blocks the human protease SENP6; 330,000 compounds, 1.8% hits; inhibition, % at 10 µM; AID 2599; Recombinant SENP6 catalytic domain, aminoluciferin luminescence; Q9GZR1;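 active = inhibition above about 50% at the single tested dose, limit read from the data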;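 also: plate controls were DMSO wells with enzyme for no effect and DMSO wells lacking enzyme for full effect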
HKDC1 inhibitor: inhibitors of human hexokinase HKDC1 | inhibition, % at 20 µM | recombinant HKDC1, G6PDH/diaphorase resazurin coupled fluorescence | 340,000 compounds, 0.16% hits | Q2TB90;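 active = inhibition above about 35% when tested at 20 µM, limit read from the data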;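 also: plate controls were DMSO wells with enzyme for no effect and DMSO wells lacking enzyme for full effect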
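System: Recombinant HKDC1 hexokinase | Amount: HKDC1 at 5 µg/mL | Reagent: Glucose with 1 mM ATP | Doses: Single 20 µM dose | Incubation: Reaction time 90 min, room temperature, protected from light | Signal: Coupled resazurin fluorescence, excitation 525 nm, emission 613 nm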
SENP1 inh: inhibitors of human SENP1 SUMO protease catalytic domain; Q9P0U3; recombinant SENP1 catalytic domain, CyPet-SUMO1-YPet FRET cleavage; inhibition, % at 10 µM; 360,000 compounds, 0.21% hits;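 active = inhibition at least 30% at 10 µM, raw YFP signal under a set limit, fluorescence ratio 0.5 to 1.5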;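 also: 0% = enzyme with DMSO and 100% = no enzyme wells; some results filed as inactive read as strong as hits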
Target sequence (Q9P0U3 419-644 limits assumed): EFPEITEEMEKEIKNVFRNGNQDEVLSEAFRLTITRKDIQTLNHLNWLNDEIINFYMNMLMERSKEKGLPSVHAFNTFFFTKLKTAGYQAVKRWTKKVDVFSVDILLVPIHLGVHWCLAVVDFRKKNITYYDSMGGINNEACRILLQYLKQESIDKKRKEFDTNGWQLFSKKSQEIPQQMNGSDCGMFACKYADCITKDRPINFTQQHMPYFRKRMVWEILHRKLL
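Material: hSENP1 catalytic domain, recombinant; medium: Tris pH 8 with BME, BSA, NP40 and catalase; compound: single concentration of 10 µM compound, 0.5% DMSO final; technique: FRET read of cyan and yellow fluorescence; timing: 50 min enzyme reaction, room temperature, light-protected; reagent: SFCypet-SUMO1-SFYpet substrate at 25 nM; control set: no-enzyme low, enzyme-DMSO high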
PfG6PD inh: PfG6PD (Plasmodium falciparum) enzyme inhibition | inhibition, % at 20 µM | PfGluPho enzyme, NADPH resazurin-diaphorase fluorescence | 350,000 compounds, 0.78% hits;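 active = inhibition reaching at least a set limit at 20 µM in the primary screen, cut at about 59% in these data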;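 also: 0% = DMSO wells with substrate and 100% = DMSO wells lacking glucose-6-phosphate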
NALP3 yeast inh: blocks the NALP3 inflammasome reconstituted in yeast; 330,000 compounds, 0.39% hits; inhibition, % at 10 µM; Yeast reconstituted NLRP3/ASC/caspase-1, beta-gal luminescence, 24 h;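 active = inhibition of 50% or more; inactive = inhibition below 50%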;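 also: plate controls were induced DMSO wells for no effect and uninduced yeast grown without galactose for full effect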
SENP8 block-1: inhibitors of human SENP8 protease; 330,000 compounds, 1.2% hits; inhibition, % at 10 µM; AID 2540; purified SENP8, Z-RLRGG-aminoluciferin cleavage, luminescence; in the data active = inhibition above about 50%
Target sequence (Q96LD8 whole entry, looked up): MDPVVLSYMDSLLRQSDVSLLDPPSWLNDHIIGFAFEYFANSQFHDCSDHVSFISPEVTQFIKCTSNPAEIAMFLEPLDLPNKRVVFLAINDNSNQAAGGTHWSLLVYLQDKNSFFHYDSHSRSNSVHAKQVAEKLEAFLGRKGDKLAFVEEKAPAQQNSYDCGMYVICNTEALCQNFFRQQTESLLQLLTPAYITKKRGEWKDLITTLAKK
SENP7 inh: inhibitors of human SENP7 protease. Q9BQF6. recombinant SENP7, Z-RLRGG-aminoluciferin luminescence, 40 min. inhibition, % at 5 µM. 330,000 compounds, 1.5% hits. AID 434973;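 active = inhibition above about 50% at the single test dose, limit read from the data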;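 also: plate controls were DMSO with enzyme for no effect and no enzyme buffer wells for full effect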
Target sequence (Q9BQF6 706-1050 limits assumed): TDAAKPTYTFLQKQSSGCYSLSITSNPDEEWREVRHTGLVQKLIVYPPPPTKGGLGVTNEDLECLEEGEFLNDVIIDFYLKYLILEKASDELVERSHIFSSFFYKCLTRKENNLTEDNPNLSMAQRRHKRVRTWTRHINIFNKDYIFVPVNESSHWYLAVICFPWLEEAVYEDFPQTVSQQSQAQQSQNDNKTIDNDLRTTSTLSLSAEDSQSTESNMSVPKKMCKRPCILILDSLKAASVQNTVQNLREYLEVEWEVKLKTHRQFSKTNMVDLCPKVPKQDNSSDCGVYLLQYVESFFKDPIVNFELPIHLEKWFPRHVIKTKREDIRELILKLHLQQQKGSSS
Apaf-1 inh: human Apaf-1 inhibition | reconstituted apoptosome caspase-3 activity, DEVD-Rh110 fluorescence | AID 489030 | O14727 | inhibition, % at 20 µM | 330,000 compounds, 0.71% hits; active = inhibition of at least 40% at 20 µM;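 also: plate controls were DMSO wells for no effect and DEVD-CHO caspase inhibitor wells for full effect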
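Material: cell-free apoptosome with Apaf-1, procaspase-3 and caspase-9; Buffer or medium: Hepes pH 7.5 with detergent and BSA; Reagent: cytochrome c trigger plus (Z-DEVD)2-Rh110 caspase-3 substrate; Times: compound with Apaf-1, dATP, procaspase-3 30 min, then 50 min reaction, room temperature; Technique: Rh110 fluorescence intensity.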
SENP8 block-2: blocks human SENP8 cleavage of Nedd8 substrate; recombinant SENP8, Nedd8 substrate fluorescence; AID 602440; inhibition, % at 20 µM; Q96LD8; 360,000 compounds, 0.64% hits; in the data active = inhibition mostly above about 40%, no sharp cut-off; inactive = mostly below about 27%
An asterisk follows results filed as active; i = inactive; nt = not tested or not shown.

SMILES	SENP6 block	HKDC1 inhibitor	SENP1 inh	PfG6PD inh	NALP3 yeast inh	SENP8 block-1	SENP7 inh	Apaf-1 inh	SENP8 block-2
O=c1c2ccccc2nnn1CSc1nc2sc3c(c2c(=O)n1CC1CCCO1)CCC3 (stereo not given)	-20	-3	2	13	22	7	4	-4	3
Cc1ccc(S(=O)(=O)N(CC(=O)Nc2ccccc2C(=O)O)c2cccc(Cl)c2C)cc1	-15	5	-4	-26	1	3	0	9	0
CCn1c(SCC(=O)Nc2ccccc2C)nnc1-c1ccccc1O	-12	5	0	-16	-3	-7	1	-2	15
CCCOc1ccc(-c2c(C(=O)N/N=C/C3CCCCC3)nnn2-c2nonc2N)cc1	3	-3	0	-9	-1	5	1	9	-111
CCOc1c(Br)cc(/C=C2/SC(=O)N(CC(=O)N3CCCC3)C2=O)cc1OC	-4	-1	3	7	6	2	-5	17	-36
C/C(=N\NC(=O)Cn1ccc(C(F)(F)F)n1)c1ccc2c(c1)OCO2	2	-10	1	-5	15	-1	-5	-134	3
O=C(c1ccsc1)N1CCCC(N2CCOCC2)C1 (stereo not given)	-20	2	-1	-6	9	-4	-3	-4	6
CCOC(=O)c1c(NC(=O)CN2C(=O)NC3(CCCCCC3)C2=O)sc(C)c1-c1ccc(C)cc1	-18	-11	2	-4	10	-6	13	17	14
O=C(NCCc1ccccc1)C1CCN(C(=O)NCc2ccccc2)CC1	7	-1	1	-9	-1	-4	0	2	14
O=C(O)C(C=C(Cl)Cl)N1CCOCC1 (stereo not given)	nt	-8	1	0	nt	nt	nt	nt	13
CC(=O)Nc1ccc(S(=O)(=O)N2CCC(NC(=O)C(Cc3ccccc3F)NC(C)=O)CC2)cc1 (stereo not given)	-3	-6	2	1	7	2	-1	-7	5
Cc1cc([N+](=O)[O-])nn1Cc1noc(C(=O)NCc2ccc3c(c2)OCO3)n1	0	-2	-1	-14	15	3	-1	7	11
CCOC(=O)C1=C(C)NC(=O)NC1c1ccccc1Cl (stereo not given)	2	-2	-2	2	21	5	4	1	31
Cc1nc2sc3c(c2c(=O)o1)CCCC3	-4	3	1	25	9	-2	-7	-6	6
COc1ccccc1OCC(=O)Nc1nc(C)c(C)s1	34	-5	0	9	16	3	20	5	-2

Exported in CSV form: 2 of the compounds above
compound,SENP6 block,HKDC1 inhibitor,SENP1 inh,PfG6PD inh,NALP3 yeast inh,SENP8 block-1,SENP7 inh,Apaf-1 inh,SENP8 block-2
C/C(=N\NC(=O)Cn1ccc(C(F)(F)F)n1)c1ccc2c(c1)OCO2,2,-10,1,-5,15,-1,-5,-134,3
O=C(c1ccsc1)N1CCCC(N2CCOCC2)C1 (stereo not given),-20,2,-1,-6,9,-4,-3,-4,6

Carrying on:
SMILES	SENP6 block	HKDC1 inhibitor	SENP1 inh	PfG6PD inh	NALP3 yeast inh	SENP8 block-1	SENP7 inh	Apaf-1 inh	SENP8 block-2
CN(C/C(O)=C(\C#N)c1ccccc1)C1CCCCC1	-15	-7	-2	7	0	-8	-11	-4	26
O=C(NCc1ccc(Cl)cc1)c1ccc(CNc2c(N3CCOCC3)c(=O)c2=O)cc1	-11	-1	-2	-7	23	0	1	-20	8
O=S1(=O)C[C@@H](N2CCOCC2)[C@H](N2CCOCC2)C1	6	-3	2	-1	4	3	10	-11	16
Cc1c(-c2ccccc2Br)nc2ccccc2c1C(=O)O	nt	-10	0	7	nt	nt	nt	nt	2
Cc1ccc2c(ccc[n+]2CC(=O)c2ccccc2)c1	10	-6	9	-23	3	-2	5	14	-58
COc1ccc(C(=O)NCCCc2nc3ccccc3n2Cc2ccccc2C)cc1OC	-10	0	3	7	19	3	5	10	2
NS(=O)(=O)c1ccc(N2N=C(c3ccccc3)CC2c2ccccc2Br)cc1 (stereo not given)	nt	1	-49	6	nt	nt	3	32	-374
Cc1cc(OC(=O)c2cc(C(F)(F)F)cc(C(F)(F)F)c2)c([N+](=O)[O-])c(=O)[nH]1	-6	2	0	9	12	-4	2	2	31
Cc1cccc(OCC(=O)N(C)CC(=O)Nc2cccc(F)c2)c1C	-25	-2	1	16	11	6	-6	7	-1
Cn1c(C(=O)NC2CCCC2)cc2c(=O)n(C)c3ccccc3c21	nt	2	4	25	nt	nt	nt	nt	-34
CCN(C1CCS(=O)(=O)C1)S(=O)(=O)c1cccs1 (stereo not given)	-33	-6	2	-10	10	-4	-4	3	5
CCN(CC)c1ccc2c(C)cc(=O)oc2c1	-4	2	-21	-4	24	7	-1	-2	-401
N#CCN1CCN(CC(=O)Nc2ccc(OCc3ccccc3)cc2)CC1	-7	-3	-1	4	11	4	3	13	22
Cc1cc(C(=O)CN2C(=O)NC3(CCCC3)C2=O)c(C)n1-c1ccc2c(c1)OCO2	5	-6	-3	23	9	3	6	0	-16
OCC1(Cc2ccc(Cl)cc2)CCN(Cc2ccc3nsnc3c2)CC1	6	-3	1	1	10	6	6	7	8
CCOC(=O)CCC(=O)Nc1ccc(S(=O)(=O)N2CCC(C)CC2)cc1	-1	9	1	2	1	-2	0	-4	18
CCCOc1ccc(CSCCNC(=S)Nc2ccccc2)cc1	-2	-5	1	9	35	-1	-7	16	14
CCCCCSc1nnc(-c2ccccc2NC(C)=O)c(=O)[nH]1	-3	2	-1	-23	9	-12	-9	13	2
Cc1ccc(C)c(OCC(=O)Nn2c(C)nc3ccccc3c2=O)c1	-9	-1	3	-16	5	-1	-1	-9	4
COC(=O)Nc1ccc(S(=O)(=O)N2CCCc3ccccc32)cc1	5	-2	-1	37	-28	-7	-5	5	-2
C=CCN1CCN(C(=O)c2c(-c3ccccc3)noc2C)CC1	10	-3	-1	2	-5	-9	1	0	5
COc1ccc2nc(/N=C\N(C)C)sc2c1	10	-3	0	2	-1	1	4	-5	13
COc1ccc(NS(=O)(=O)c2ccc3oc(SCC(N)=O)nc3c2)cc1	-15	-1	1	-12	14	2	-3	4	3
Cc1c(C2(O)CCCCC2)[nH]c2cnccc12	12	3	-7	0	21	-10	2	2	i
CCc1ccc(NC(=O)[C@H](Cc2c[nH]c3ccccc23)NC(=O)[C@@H]2Cc3ccccc3CN2)cc1	-15	-2	-37	18	12	-20	-10	41*	4
Brc1cc2[nH]cnc2c2ccccc12	6	21	-3	59*	11	5	7	11	29
CC(=O)n1nc2nc(C)cc(C)c2c1N	9	6	0	-8	-12	5	-4	-11	8
COc1ccc(CCC(=O)NCc2cnn(C)c2)cc1	-7	-11	-1	-2	3	13	-3	-18	10
CCCCCCc1cc2cc(S(=O)(=O)c3ccc(Cl)cc3)c(=O)oc2cc1O	3	0	-50	-9	14	2	1	6	-420
O=C(NCC1CCCC(CNC(=O)N2CCc3ccccc32)C1)N1CCc2ccccc21 (stereo not given)	16	-1	1	7	6	6	6	14	-10
Cc1ccnc(NC(=O)CNC(=O)c2ccc3c(c2)OCO3)c1	0	-1	-2	-11	0	-10	-19	4	5
COc1ccc(OC)c(NC(=O)CN2C(=O)COc3ccc(C)cc32)c1	18	5	0	-19	8	2	2	-11	22
CCOC(=O)C1CCCN(C(=O)c2cnn3c(C(F)(F)F)cc(-c4ccccc4)nc23)C1 (stereo not given)	-9	-9	-9	1	15	1	3	5	-68
O=S(=O)(c1ccc(-n2cnnn2)cc1)N(C1CCCCC1)C1CCCCC1	-20	0	2	-13	13	1	-9	21	7
O=C(CCNC(=O)c1ccc([N+](=O)[O-])cc1)NCCc1ccc(Cl)cc1	-19	-5	-8	2	18	-6	4	13	2
Cc1ccccc1NC(=O)CCCN1C(=O)C2CC=CCC2C1=O (stereo not given)	-1	-5	2	-5	4	3	2	1	2
O=C(NC1CCCCC1)C(c1ccc(O)c(O)c1)N(C(=O)Cn1nnc2ccccc21)c1cccc(O)c1 (stereo not given)	13	-4	0	-5	11	4	4	-5	18
CC12CCC(C/C1=N/NC(=O)Nc1ccccc1)C2(C)C (stereo not given)	-9	-3	0	10	2	-9	2	22	12
COc1ccccc1-c1c(C)nn2c(N3CCCCCC3)cc(C)nc12	-8	11	3	-11	33	-7	4	29	-236
CCOC(=O)/C(C#N)=C1/SC(CC)C(=O)N1c1ccc(Br)cc1 (stereo not given)	7	-5	-1	-9	4	39	6	-3	8
CCOc1ccc(-c2nnn(CC(=O)Nc3ccccc3OC)n2)cc1OCC	-5	-15	3	-2	3	7	63*	-11	28
Cc1cc(C)cc(NC(=O)CSc2nc3[nH]c(=O)cc(O)c3s2)c1	-20	-2	-9	-4	17	0	3	8	-13
Cc1cc(C)c(C)c(S(=O)(=O)N(C)C2CCN(C)CC2)c1C	5	-2	-2	5	23	5	-2	7	18

Structural class: the entries above with an aryl methoxy group.
SMILES	SENP6 block	HKDC1 inhibitor	SENP1 inh	PfG6PD inh	NALP3 yeast inh	SENP8 block-1	SENP7 inh	Apaf-1 inh	SENP8 block-2
CCOc1c(Br)cc(/C=C2/SC(=O)N(CC(=O)N3CCCC3)C2=O)cc1OC	-4	-1	3	7	6	2	-5	17	-36
COc1ccccc1OCC(=O)Nc1nc(C)c(C)s1	34	-5	0	9	16	3	20	5	-2
COc1ccc(C(=O)NCCCc2nc3ccccc3n2Cc2ccccc2C)cc1OC	-10	0	3	7	19	3	5	10	2
COc1ccc2nc(/N=C\N(C)C)sc2c1	10	-3	0	2	-1	1	4	-5	13
COc1ccc(NS(=O)(=O)c2ccc3oc(SCC(N)=O)nc3c2)cc1	-15	-1	1	-12	14	2	-3	4	3
COc1ccc(CCC(=O)NCc2cnn(C)c2)cc1	-7	-11	-1	-2	3	13	-3	-18	10
COc1ccc(OC)c(NC(=O)CN2C(=O)COc3ccc(C)cc32)c1	18	5	0	-19	8	2	2	-11	22
COc1ccccc1-c1c(C)nn2c(N3CCCCCC3)cc(C)nc12	-8	11	3	-11	33	-7	4	29	-236
CCOc1ccc(-c2nnn(CC(=O)Nc3ccccc3OC)n2)cc1OCC	-5	-15	3	-2	3	7	63*	-11	28
